# PrPC surface inh – reduces human prion protein on the cell surface; P04156; cell surface PrPC, TR-FRET read-out; inhibition, % at 13.8 µM; 370,000 tested, 0.43% active; AID 720596; in the data active means inhibition above about 24%; further: 0% = median of the test wells and 100% = reference compound wells
# FadD28 binding – blocks FadD28 binding to the bisubstrate probe | 360,000 tested, 0.22% active | fluorescence polarization | AID 588549 | inhibition, % at 12.5 µM; in the data active means inhibition above about 8.5%, passing the limit was not always enough; inconclusive means no clear call, values can overlap the other calls
# BoNT A protease – inhibitors of Botulinum neurotoxin A light chain protease; multiplex microsphere protease substrate cleavage, flow cytometry; inhibition, % at 10 µM; 360,000 tested, 0.17% active; AID 588499; further: plate controls were buffer without enzyme for full effect and enzyme alone for no effect
# Yp Topo-I inh – Y. pestis Topo-I inhibition via cleavage products; Y. pestis Topo-I cleavage product accumulation, plate reader; 360,000 tested, 0.064% active; activity, % at 10 µM; AID 504884; in the data active means activity above about 50%, passing the limit was not always enough; inconclusive means no clear call, values can overlap the other calls; further: inactives centre near 2
# PfHsp40 rescue – compounds rescuing yeast from Plasmodium falciparum HSP40 toxicity. S. cerevisiae expressing PfHsp40, growth rescue, ATP luminescence. growth rescue, % at 12.5 µM. 340,000 tested, 0.68% active; in the data active means growth rescue above about 28%, passing the limit was not always enough; inconclusive means no clear call, values can overlap the other calls;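 further: yeast W303a lacking pdr1 and pdr3 grown in galactose medium; growth measured after three days at 30 °C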
# BoNT F protease – blocks Botulinum neurotoxin F light chain protease. Multiplex microsphere protease cleavage assay, flow cytometry. inhibition, % at 10 µM. 360,000 tested, 0.22% active. AID 588497; in the data active means inhibition above about 35%, passing the limit was not always enough; inconclusive means no clear call, values can overlap the other calls; further: plate controls were buffer without enzyme for full effect and enzyme alone for no effect
# Anthrax LF inh2 – inhibitors of Bacillus anthracis lethal factor protease | P15917 | multiplex microsphere protease cleavage assay, LF | inhibition, % at 10 µM | 360,000 tested, 0.12% active; further: plate controls were buffer without enzyme for full effect and enzyme alone for no effect
# TcdB inh – TcdB glycohydrolase inhibition | AID 652162 | TcdB glycohydrolase enzymatic assay, plate reader | 350,000 tested, 0.24% active | inhibition, % at 9.99 µM; in the data active means inhibition above about 10%
# CCHF vOTU inh – CCHFV vOTU protease inhibition | Pep-AMC fluorescence | inhibition, % at 11.5 µM | 370,000 tested, 0.55% active | AID 651958; in the data active means inhibition above about 30%; further: 0% = vehicle wells with enzyme and 100% = no enzyme wells
# Active calls of the source: *; ? = inconclusive; . = not tested or not shown. Unless noted, no stated cut-off is given here; in the data, active means inhibition above about 30%; inconclusive means no clear call, values can overlap the other calls; inactive means below that.
SMILES,PrPC surface inh,FadD28 binding,BoNT A protease,Yp Topo-I inh,PfHsp40 rescue,BoNT F protease,Anthrax LF inh2,TcdB inh,CCHF vOTU inh
C=CC[C@H](CC(=O)N(CCO)Cc1ccccc1)C(=O)N[C@H](COC(=O)[C@@H](CC=C)Cc1ccc(F)cc1)Cc1c[nH]c2ccccc12,2,-3.3,0.2,-7,-1.1,-11,2,2.0,31*
COC(=O)c1cc(-c2cccs2)[nH]n1,-5,-2.6,-0.4,1,-1.8,-5,-2,1.1,2
COc1ccc(C)cc1N(CC(=O)NC(C)c1ccccc1)S(C)(=O)=O (configuration not stated),0,0.3,0.2,18,-1.3,?,-17,1.2,-12
O=C(CSc1nnc(CNC(=O)c2ccco2)o1)Nc1ccc(Br)cc1,10,-0.1,-2.3,-2,0.1,3,2,1.5,12
O=C(N/N=C/c1ccc([N+](=O)[O-])cc1)c1cc(-c2ccc3c(c2)OCO3)n[nH]1,4,2.4,-0.2,2,-0.7,-10,-11,-0.9,1
COc1cccc(CN2CCN(Cc3cccc(F)c3)CC2)c1,8,-3.9,-1.9,-3,0.5,24,3,2.6,14
Cc1ccc(-c2nn(-c3ccccc3)cc2C(=O)NC2CCC(O)CC2)cc1 (configuration not stated),-4,-0.7,?,18,-1.0,?,?,2.1,8
O=C(CN1C(=O)C2CC=CCC2C1=O)Nc1nc2ccccc2s1 (configuration not stated),2,-3.4,-1.1,-8,-0.1,3,3,1.1,-10
Cn1c(=O)[nH]c(=O)c2cc(C(=O)c3cc(F)ccc3O)cnc21,8,-4.6,-0.1,-10,-0.2,-6,0,.,-7
O=C(c1cc2ccccc2o1)N(C1CC1)C1(C(=O)Nc2ccccc2)CCCC1,1,-5.2,0.2,2,-0.1,-3,0,0.6,16
CCOc1ccccc1C=NNC(=O)C1CC1,12,-0.4,-0.3,2,1.1,-1,-8,0.5,21
CCCCN(C(=O)NC(=O)C1=C(N2CCOCC2)/C(=C/c2ccccc2)CC1)S(C)(=O)=O,3,2.5,0.3,-2,1.7,-4,-1,0.2,-33
CC(=O)Nc1ccc(S(=O)(=O)N(C)CCOCc2ccccc2)cc1,8,-1.5,-0.5,5,0.3,5,-2,.,4
CC(=O)c1ccc(OCC(O)CN2CCN(S(=O)(=O)c3c(C)c(C)cc(C)c3C)CC2)cc1 (configuration not stated),-2,-2.1,2.6,26,-1.3,11,10,-0.5,-7
O=C(NCCC1CCCCN1S(=O)(=O)c1ccc(F)cc1)C(=O)Nc1ccccc1F (configuration not stated),1,-2.1,-1.9,31,0.4,3,-2,-0.4,-4

# Record cards, from the list above:
# `COc1cccc(CN2CCN(Cc3cccc(F)c3)CC2)c1` is listed with PrPC surface inh = 8; FadD28 binding = -3.9; BoNT A protease = -1.9; Yp Topo-I inh = -3; PfHsp40 rescue = 0.5; BoNT F protease = 24; Anthrax LF inh2 = 3; TcdB inh = 2.6; CCHF vOTU inh = 14
# `O=C(N/N=C/c1ccc([N+](=O)[O-])cc1)c1cc(-c2ccc3c(c2)OCO3)n[nH]1` is listed with PrPC surface inh = 4; FadD28 binding = 2.4; BoNT A protease = -0.2; Yp Topo-I inh = 2; PfHsp40 rescue = -0.7; BoNT F protease = -10; Anthrax LF inh2 = -11; TcdB inh = -0.9; CCHF vOTU inh = 1

# Filtered by structure, the entries above with an aryl methoxy group (2)
SMILES,PrPC surface inh,FadD28 binding,BoNT A protease,Yp Topo-I inh,PfHsp40 rescue,BoNT F protease,Anthrax LF inh2,TcdB inh,CCHF vOTU inh
COc1ccc(C)cc1N(CC(=O)NC(C)c1ccccc1)S(C)(=O)=O (configuration not stated),0,0.3,0.2,18,-1.3,?,-17,1.2,-12
COc1cccc(CN2CCN(Cc3cccc(F)c3)CC2)c1,8,-3.9,-1.9,-3,0.5,24,3,2.6,14

# Other results follow:
SMILES,PrPC surface inh,FadD28 binding,BoNT A protease,Yp Topo-I inh,PfHsp40 rescue,BoNT F protease,Anthrax LF inh2,TcdB inh,CCHF vOTU inh
COc1cc(CC(=O)O)ccc1OCc1ccccc1,-2,-1.8,.,4,-1.1,.,.,-0.5,-11
O=C(OC1CCN(c2ncc(C(F)(F)F)cc2Cl)CC1)c1ccc(Cl)cc1,4,-3.5,-0.4,-2,-1.3,-3,-2,.,-5
CCN(C(=O)COC(=O)c1nn(-c2ccccc2)c(=O)c2ccccc12)C1CCS(=O)(=O)C1 (configuration not stated),-1,-0.9,-1.9,1,-1.1,-1,-2,0.8,-14
O=c1c2[nH]c3ccccc3c2ncn1C1CCCCC1,1,-0.4,-2.4,7,-0.2,-23,-23,.,-1
Cn1c(C2CC(=O)N(Cc3ccccc3)C2)nc2ccccc21 (configuration not stated),4,0.2,-0.9,15,-1.9,-7,-9,0.8,15
CCOC(=O)c1sc(NNC(=O)c2ccc(F)cc2)nc1C,-5,-1.3,0.2,-5,0.5,0,-3,-2.4,4
CCOC(=O)c1ccc(NC(=O)c2ccccc2)cc1,-3,-0.7,-1.8,7,1.2,-13,-2,0.8,-5
Nc1ncnc2nc(N3CCN(C(=O)c4ccccc4)CC3)[nH]c12,-3,-1.3,-0.8,5,6.3,-3,-6,.,-3
Cc1nn(Cc2c(F)cccc2Cl)c(C)c1[N+](=O)[O-],0,0.2,-1.0,-7,0.4,-2,5,0.4,-5
Brc1ccccc1OCCCOc1cccc2cccnc12,-4,-3.9,-0.5,-6,2.5,?,12,2.4,4
N#C/C(=C\c1cc([N+](=O)[O-])ccc1Cl)C(N)=O,-16,0.3,-0.8,5,-0.1,0,0,0.9,14
COCCCNC(=O)CN1C(=O)/C(=C\c2ccc(C)cc2)Sc2ccccc21,2,-0.7,3.7,0,6.0,27,0,.,4
CC(=O)N1CCN(C(=O)c2ccc3c(c2)S(=O)(=O)c2ccccc2C3=O)CC1,-62,-3.8,-2.3,-3,-2.2,-15,8,0.8,-3
COc1ccc(C=O)cc1OS(=O)(=O)c1ccc(NC(C)=O)cc1,7,-2.3,0.3,-2,42*,0,-1,1.5,-6
CC(=O)n1c(C=Nc2ccc(Cl)cc2)c(O)c2ccccc21,5,-3.1,-1.1,-2,-0.1,-1,-6,0.7,-23

# Four records drawn at random from the list so far:
SMILES,PrPC surface inh,FadD28 binding,BoNT A protease,Yp Topo-I inh,PfHsp40 rescue,BoNT F protease,Anthrax LF inh2,TcdB inh,CCHF vOTU inh
CC(=O)n1c(C=Nc2ccc(Cl)cc2)c(O)c2ccccc21,5,-3.1,-1.1,-2,-0.1,-1,-6,0.7,-23
O=C(OC1CCN(c2ncc(C(F)(F)F)cc2Cl)CC1)c1ccc(Cl)cc1,4,-3.5,-0.4,-2,-1.3,-3,-2,.,-5
Cc1nn(Cc2c(F)cccc2Cl)c(C)c1[N+](=O)[O-],0,0.2,-1.0,-7,0.4,-2,5,0.4,-5
Brc1ccccc1OCCCOc1cccc2cccnc12,-4,-3.9,-0.5,-6,2.5,?,12,2.4,4

# Next section
SMILES,PrPC surface inh,FadD28 binding,BoNT A protease,Yp Topo-I inh,PfHsp40 rescue,BoNT F protease,Anthrax LF inh2,TcdB inh,CCHF vOTU inh
COc1ccccc1C1NC(=O)NC(C)=C1C(C)=O (configuration not stated),-3,-3.7,-0.8,8,-0.8,-4,5,.,-1
CN(C)S(=O)(=O)c1cccc(NC(=O)CSc2nc3ccccc3n2-c2ccccc2)c1,0,-2.2,-0.1,36,1.7,-6,-2,.,-9
COc1ccc(C(=O)NC2CCCCCCC2)cc1OC,10,-3.2,-3.1,2,-1.0,?,14,-0.4,-17
O=C(O)c1ccc(CNCc2cc(Cl)ccc2O)cc1,-2,-4.0,-0.9,3,0.7,-6,-12,0.6,1
CN1CCN(c2nc(NCCOC34CC5CC(CC(C5)C3)C4)nc(OCC(F)(F)F)n2)CC1,-8,-3.5,0.6,21,-0.7,0,0,.,9
CCOC(=O)c1c(NC(=S)Nc2ccc(Cl)cc2)sc2c1CCN(C)C2,-11,-4.7,46*,-5,2.8,11,34*,0.5,-7
CC(=O)c1ccc2c(c1)OCCOCCOc1ccccc1OCCOCCO2,2,-2.0,2.0,0,1.6,?,25,1.1,-15
COCCNC(=O)c1cccc(Nc2nc(-c3ccccc3)c3cc(Cl)ccc3n2)c1,-5,-2.1,2.4,?,0.1,-2,2,-0.4,6
O=C(CSc1ccc(S(=O)(=O)N2CCOCC2)cn1)Nc1ccc(OC(F)F)cc1,3,-0.5,-0.2,9,0.1,6,2,0.3,-5
Cc1ccc(-c2nc(-c3ccccn3)sc2CC(=O)O)cc1,-11,-1.3,-0.6,-2,1.0,-6,6,0.2,-2
Cc1ccc(C)n1-c1ccc(C(=O)N/N=C/c2ccncc2)cc1,-1,-9.3,-0.2,-1,-1.4,-3,-2,-4.6,11
COC(=O)COc1ccc(S(=O)(=O)NCc2ccco2)cc1,1,-0.9,-0.3,1,0.4,3,-10,1.7,1
CC(=O)OCC1=C(C(=O)O)N2C(=O)[C@@H](NC(=O)CSc3ccncc3)[C@H]2SC1,-6,-1.7,0.7,15,-0.5,8,2,-0.2,10
CCC[C@H]1CN(c2ccc(OC)cc2)C(=O)[C@@H]1CC(=O)Nc1ccccc1,-5,0.5,-0.2,24,.,-4,-5,0.3,4
COc1ccccc1CNC(=O)CCCc1cn(C)c2ccccc12,-10,1.2,0.1,7,2.0,16,-23,-5.0,8
Cc1cc2ncc(S(=O)(=O)c3ccccc3)c(N)n2n1,2,1.1,-0.6,1,0.9,-2,4,0.6,-23
Cc1ccc(C(=O)NCC(=O)Nc2cc(C)ccn2)cc1,-9,-3.8,0.4,1,0.6,2,-2,1.0,14
Cc1nc(Cl)c(N=Cc2cccc([N+](=O)[O-])c2)c(Cl)n1,2,.,-0.8,-11,-0.1,-11,-11,1.7,1
CC(=NNC(=S)Nc1ccc(C)cc1)c1ccccn1,12,1.0,2.8,8,0.2,17,7,-0.8,3
COc1cccc2cc(C(C)N(CCCN3CCOCC3)C(=S)Nc3ccccc3C)oc12 (configuration not stated),-14,-1.4,-0.5,15,-0.5,-6,1,0.9,-7
Cc1nc2c(C(=O)N3CCN(C)CC3)cnn2c(C)c1Cc1ccc(Cl)cc1,-6,1.7,0.4,9,3.3,11,4,.,-20
COc1cc(C)ccc1OCCOc1cc(C)ccc1Cl,10,-3.2,-0.4,29,15,-13,-4,.,10
COC(=O)/C=C1\N/C(=N\c2nc(C)cc(C)n2)N(c2ccc(C)c(C)c2)C1=O,5,-4.3,-0.3,-3,0.3,-3,3,0.9,9
CN(Cc1cccc(F)c1)C(=O)c1ccc(S(=O)(=O)N2CCOCC2)cc1,-4,1.3,-0.1,6,0.2,-4,-5,0.3,2
CCC(C)NC(=S)N1CCN(Cc2ccc3c(c2)OCO3)CC1 (configuration not stated),0,-0.6,-1.3,3,-0.1,-7,2,0.4,-5
COC(=O)c1cccn(CC(=O)c2ccc(Cl)cc2)c1=O,1,-0.2,-0.3,11,-0.6,2,-4,-0.1,2
COCCNC(=O)c1c(N)n(-c2ccccc2)c2nc3ccccc3nc12,-6,0.5,6.2,-2,0.3,-2,2,.,-87
COc1ccc(C/C(N)=N/OC(=O)Cc2ccccc2)cc1,4,-2.6,-0.1,-7,-1.7,-4,4,.,-3
O=C(COC(=O)C1CCN(c2ccc(C(F)(F)F)cn2)CC1)c1ccccc1,3,-2.3,5.5,36,-0.1,5,-5,1.5,14
O=C(O)/C=C/c1cnn(-c2ccccc2)c1,-1,0.7,-1.2,-2,?,-5,-6,-0.4,-14

# Some entries already given with just Yp Topo-I inh.
structure | Yp Topo-I inh
Cc1nc2c(C(=O)N3CCN(C)CC3)cnn2c(C)c1Cc1ccc(Cl)cc1 | 9
Cc1ccc(C(=O)NCC(=O)Nc2cc(C)ccn2)cc1 | 1
